# Source: PubChem
# tim23-1 inh: growth inhibitors of tim23-1 mutant yeast, primary screen, luminescence, uHTS. 330,000 tested, 1.3% active. inhibition, % at 20 µM. S. cerevisiae tim23-1 growth, BacTiter-Glo luminescence, 24 h;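 active means growth inhibition of the mutant yeast at or above 50%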;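 further: temperature-sensitive mutant grown at 25 °C; plate controls were DMSO-treated mutant yeast for no effect and medium wells lacking yeast for full effect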
# CXCR6 block: CXCR6 receptor inhibitors, primary screen, cell-based, beta-arrestin, luminescence, CHO-K1 PathHunter, 1536-well; inhibition, % at 20 µM; 360,000 tested, 0.36% active; C-X-C chemokine receptor type 6 (Homo sapiens), O00574; in the data active means inhibition above about 34%, passing the limit was not always enough;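 further: antagonist mode with CXCL16 agonist at 10 nM final; 0% = 10 nM CXCL16 with DMSO and 100% = unstimulated wells without agonist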
# Target sequence (O00574 whole entry, looked up): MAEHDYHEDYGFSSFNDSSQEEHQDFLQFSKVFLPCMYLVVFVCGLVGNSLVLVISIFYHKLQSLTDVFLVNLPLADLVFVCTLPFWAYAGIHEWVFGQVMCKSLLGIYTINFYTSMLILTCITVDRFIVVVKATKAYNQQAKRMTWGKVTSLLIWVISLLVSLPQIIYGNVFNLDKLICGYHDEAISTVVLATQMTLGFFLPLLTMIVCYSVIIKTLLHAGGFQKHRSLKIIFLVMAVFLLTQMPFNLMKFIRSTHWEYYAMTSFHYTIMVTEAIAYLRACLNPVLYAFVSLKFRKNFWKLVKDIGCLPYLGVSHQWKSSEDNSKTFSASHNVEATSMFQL
# Mdm2 MdmX PPI: inhibitors of human Mdm2-MdmX association, primary screen, cell-based, luminescence, split luciferase, SaOS-2, uHTS | Protein Mdm4 (Homo sapiens) + E3 ubiquitin-protein ligase Mdm2 (Homo sapiens), … | SaOS-2 split-luciferase Mdm2/MdmX complementation | inhibition, % at 8 µM | 330,000 tested, 3% active | AID 485346, 2010;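 active means inhibition of at least 50% at 8 µM in the primary screen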
# UPR CHOP act: activators of apoptotic CHOP UPR arm, primary screen, cell-based, CHO-CHOP luciferase reporter, luminescence, uHTS. UPR activation; percent of tunicamycin response over DMSO baseline. activation, % at 10 µM. 330,000 tested, 0.34% active;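 active means at 10 µM dose, activation of 40% or more, normalized to positive control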;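 further: 100% = tunicamycin at 10 µg/mL and 0% = DMSO alone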
#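 Assay system: CHO cells with stable CHOP pathway luciferase reporter; Buffer or medium: F12 plus 10% serum; Times: 16-18 h cell attachment, then 6 h compound exposure, 37 °C; Signal: luciferase luminescence; Read-out basis: percent activation relative to tunicamycin control; Control set: tunicamycin high control, DMSO low control.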
# XBP1 UPR activ: activators of adaptive XBP1 UPR arm, primary screen, cell-based, CHO-XBP1 luciferase reporter, luminescence, uHTS | IRE1-XBP1 UPR activation; percent of tunicamycin response, DMSO as zero | 330,000 tested, 0.33% active | activation, % at 20 µM | AID 463104, 2010;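 active means versus positive control, 20 µM dose yields 30% or more activation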;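 further: 100% = tunicamycin at 10 µg/mL and 0% = DMSO only wells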
#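 Assay system: CHO-XBP1 luciferase reporter cells; Schedule: 6 h treatment, 37 °C; Detection: glow luminescence from Steady-Glo reagent; Benchmarks: high control tunicamycin 10 µg/mL final, low control DMSO vehicle only.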
# EBI2 antag: EBI2 receptor antagonists, beta-arrestin recruitment, primary screen, cell-based, luminescence, 7a,25-OHC stimulation, uHTS; G-protein coupled receptor 183 (Homo sapiens), P32249; 7a,25-OHC stimulated; inhibition, % at 5 µM; 360,000 tested, 0.81% active; AID 651636, 2012; in the data active means inhibition above about 38%;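 further: enzyme fragment complementation signal reports receptor beta-arrestin coupling in cells; 0% = agonist plus DMSO wells and 100% = wells without agonist; some results beyond the cut were filed as inactive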
# CCR6 antag: CCR6 receptor antagonists, primary screen, cell-based, CHO-K1, luminescence, beta-arrestin, uHTS; CHO-K1 CCR6 PathHunter beta-arrestin, CCL20-stimulated; inhibition, % at 20 µM; 340,000 tested, 0.49% active; AID 493098, 2011;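 active means compounds whose inhibition of the agonist-driven luminescence signal at 20 µM reaches about 50%, limit read from the data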;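 further: cells stimulated with CCL20 at 14 nM final; plate controls were DMSO with CCL20 for no effect and DMSO without agonist for full effect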
# Target sequence (P51684 whole entry, looked up): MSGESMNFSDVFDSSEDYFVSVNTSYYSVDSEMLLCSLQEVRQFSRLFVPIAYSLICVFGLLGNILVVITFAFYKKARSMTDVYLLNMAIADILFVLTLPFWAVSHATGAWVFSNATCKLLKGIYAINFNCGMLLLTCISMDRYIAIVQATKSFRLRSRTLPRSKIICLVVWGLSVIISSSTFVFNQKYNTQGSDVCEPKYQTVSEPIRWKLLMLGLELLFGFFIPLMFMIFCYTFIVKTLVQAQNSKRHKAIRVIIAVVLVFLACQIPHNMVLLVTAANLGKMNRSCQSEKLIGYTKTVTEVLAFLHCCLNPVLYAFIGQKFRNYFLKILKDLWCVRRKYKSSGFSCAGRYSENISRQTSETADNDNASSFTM
# APJ agonist: agonists of human apelin receptor APJ, primary screen, CHO-K1 cells, PathHunter beta-arrestin, luminescence; 0% DMSO wells, 100% apelin; activation, % at 20 µM; 330,000 tested, 0.11% active; AID 2520, 2010;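 active means activation more than six SD over the plate average, tested at 20 µM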;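 further: 0% = DMSO alone and 100% = apelin-13 at 10 nM; some results filed as inactive read as strong as hits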
# Target sequence (P35414 whole entry, looked up): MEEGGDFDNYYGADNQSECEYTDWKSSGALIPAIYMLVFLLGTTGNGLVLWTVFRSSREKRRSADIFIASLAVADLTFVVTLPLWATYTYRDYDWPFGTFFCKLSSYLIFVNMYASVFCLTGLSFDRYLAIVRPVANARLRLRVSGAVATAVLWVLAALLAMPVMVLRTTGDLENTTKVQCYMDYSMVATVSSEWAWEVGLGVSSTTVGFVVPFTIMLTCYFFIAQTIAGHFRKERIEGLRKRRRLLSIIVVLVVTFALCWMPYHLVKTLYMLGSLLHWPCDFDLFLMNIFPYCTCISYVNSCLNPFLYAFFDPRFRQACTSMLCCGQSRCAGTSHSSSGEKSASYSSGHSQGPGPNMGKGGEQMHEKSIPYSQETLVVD
#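 assay system = CHO-K1 APJ beta-arrestin complementation cell line | input = cell density 1000 per well | dosing = compound 20 µM once, DMSO 1% | timing = compound 90 min 25 °C, reagent 1 h | measured by = luminescence from split beta-galactosidase complementation, Galacton Star/Emerald II substrate | read-out basis = APJ agonist activity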
# APJ antagonist: antagonists of human apelin receptor APJ, primary screen, CHO-K1 cells, beta-arrestin complementation, luminescence; P35414; inhibition, % at 20 µM; 330,000 tested, 0.32% active;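 active means inhibition above about 40% at 20 µM, limit read from the data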;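 further: cells challenged with 10 nM apelin-13 agonist together with compound; plate controls were apelin-13 plus DMSO wells for no effect and DMSO wells lacking apelin-13 for full effect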
# * hit, by the source's call; · = no result given. A portion of the library (hit frequency here may not be typical).
SMILES,tim23-1 inh,CXCR6 block,Mdm2 MdmX PPI,UPR CHOP act,XBP1 UPR activ,EBI2 antag,CCR6 antag,APJ agonist,APJ antagonist
CCOc1ccc(NC(=O)Nc2cccn(Cc3ccccc3)c2=O)cc1,23,-9,7,1.3,5,2,-5,1,9
COc1cc(C(=O)Oc2ccccc2/C=N/NC(=O)c2ccc(Cl)cc2Cl)cc(OC)c1OC,24,1,56*,2.3,-1,16,-10,-2,7
C[C@@H]1CCC(=O)N(CC[C@H](Sc2ccc(Br)cc2)c2ccccc2)CC1,21,29,21,-1.7,-2,19,27,-3,-6
Cc1ccc(CN2CCN(Cc3cn[nH]c3-c3cccc(F)c3)CC2CCO)o1 (stereo not given),4,-11,-5,-2.5,0,7,1,1,-10
O=C1Nc2ccccc2C1=O,-2,-2,20,-0.1,-1,7,9,-3,-5
O/N=C(\c1ccc(Cl)cc1)c1cc2ccccc2o1,67*,4,20,1.4,1,-8,2,2,3
COC(=O)C1CCN(C(=O)Cc2c(OC)ccc3cc(Br)ccc23)CC1,11,2,-1,-0.2,-1,-2,-1,-1,-29
COc1ccc(-n2ncc3c2CC(C)(C)CC3NC(=O)CCCN2CCCC2=O)cc1 (stereo not given),4,-4,-1,0.0,-4,-3,9,0,3
CCOc1ccc(C(=O)NCCCN2CCCC2=O)cc1,6,0,13,-0.2,-1,-3,5,-2,4
Cc1cc(C)n2nc(Nc3ccccc3)cc2n1,-1,-1,-12,2.1,-1,5,-10,1,1
OCCN(CCO)c1nc(-c2ccccc2)nc2c1oc1ccccc12,30,-8,-7,-1.1,1,12,6,-2,14
COc1cc(C(c2c(C)[nH][nH]c2=O)c2c(C)[nH][nH]c2=O)ccc1OC(=O)c1cccc([N+](=O)[O-])c1,4,-15,19,-1.7,-2,5,-3,0,24
CC1CCCN(C(=O)c2ccc(OC3CCN(CCc4ccccc4)CC3)cc2)C1 (stereo not given),13,11,22,2.4,2,2,5,-2,-9
CN(C)CCCCCNCCCNC(=O)/C=N\O,-4,-12,11,0.6,-5,-10,13,0,5
CC(C)(C)OC(=O)C[C@@H]1C/C=C\C[C@H](CC(=O)NCCO)C(=O)NC[C@@H](c2ccccc2)OC1=O,8,3,-16,-0.6,1,-15,-9,-3,4
CC(=O)Nc1ccc(S(=O)(=O)N[C@@H](C)C(=O)OCc2ccc(Cl)cc2)cc1,-1,-9,12,-0.1,-3,4,0,-1,-1
CC(C)CC(c1nnnn1CC1CCCO1)N1CCN(Cc2ccc3c(c2)OCO3)CC1 (stereo not given),7,0,17,-0.5,-2,-14,2,-4,3
CCCCNC(=O)C1CCCN(S(=O)(=O)c2ccc(S(=O)(=O)NCC(C)C)cc2)C1 (stereo not given),8,-10,-8,-0.1,-4,-5,-7,-2,0
CC(C)(C)OC(=O)NCc1nc(N)n[nH]1,0,0,-2,-1.5,-2,-2,13,-2,15
C=CCN(CC=C)C(=O)c1cccc(S(=O)(=O)N2c3ccccc3CC2C)c1 (stereo not given),30,-4,-8,-1.6,-3,18,22,-3,7
CS(=O)(=O)N(CC(=O)N1CCCC1)Cc1ccc(Cl)cc1,21,-13,-10,0.5,0,-12,11,3,-1
CCOC(=O)[C@@H]1[C@H]2COc3ccccc3[C@@H]2N2C(=O)N(c3ccc(F)cc3)C(=O)[C@]12C,27,-14,9,0.5,-1,-2,20,-4,-16
CC(=O)Nc1ccc(C(=O)NNC(=O)CCc2ccccc2)cc1,-4,8,18,0.9,-4,1,-6,-4,-25
Oc1cccc(-n2nnnc2SCc2ccccc2F)c1,45,2,-15,1.1,-3,9,6,-3,-25
CCc1ccc(C(C)NC(=O)/C=C/c2ccc(Br)cc2)cc1 (stereo not given),7,4,1,-0.7,1,61*,6,1,-33
O=C(CCC(=O)N1CCN(c2ccc(O)cc2)CC1)c1ccc(Br)cc1,-8,·,-13,-0.6,1,·,·,0,-4
COc1ccc(NC(=O)CSc2nc(C)cs2)cc1,9,-7,-26,2.5,5,1,0,-2,-4
CCc1ccccc1NC(=O)c1ccoc1C,5,-1,17,-0.2,2,-10,2,2,15
Cc1ccc(-c2csc(NC(=O)CSc3nc(C)cc(=O)[nH]3)n2)cc1,25,·,-39,3.1,5,·,-12,-4,6
Cc1cc(/C=C2/SC(=S)N(c3cccc(C(F)(F)F)c3)C2=O)c(C)n1-c1cccnc1,27,7,38,12,-1,36,13,-1,16
COc1cc(C)ccc1OCCCOc1ccccc1Br,17,2,-74,5.1,0,14,21,-4,-3
Cc1cc(C)c(NC(=O)COC(=O)C2CCC(=O)N2)c(C)c1 (stereo not given),4,7,3,0.1,3,-4,-2,0,-1
CC(=O)Nc1ccc(OCC(O)CN2C(C)(C)CC(O)CC2(C)C)cc1 (stereo not given),6,1,1,-1.8,3,-19,12,0,13
O=C(Cc1ccc(-n2c(=O)c3ccccc3n(CC(=O)Nc3ccc(F)cc3F)c2=O)cc1)NCc1ccco1,-2,2,-12,1.4,-3,-17,0,-3,-8
COc1cccc(OCC(=O)N2CCC3(CC2)CC(=O)c2ccccc2O3)c1,19,5,20,2.0,-1,36,12,-7,4
CC(C)[C@H](NC(=O)C1CCN(S(=O)(=O)c2ccccc2)CC1)C(=O)NCc1ccccn1,10,-3,3,1.1,-2,-6,-1,-3,2
O=[N+]([O-])c1ccc(S(=O)(=O)NCC(c2ccco2)N2CCc3ccccc3C2)cc1 (stereo not given),12,2,-12,0.5,-1,-3,-5,19,-63
COc1ccc(CNC(=O)C(C)n2nc(C)c3c(C)n(-c4ccccc4)nc3c2=O)c(OC)c1 (stereo not given),2,0,19,-1.8,-4,-13,13,1,-8
COc1ccccc1NC(=O)CSc1nc(SC)ns1,21,2,-42,-0.2,2,3,21,-2,-10
Cc1ccc(NC(=O)CNC(=O)Cn2cnc3sc(C)c(C)c3c2=O)cc1F,1,8,-41,0.4,3,-3,-2,-2,19
CC(C)NS(=O)(=O)c1ccc(NC(=S)NC(=O)c2ccc(-c3ccccc3)cc2)cc1,2,18,-4,6.7,3,12,29,-6,32
CCOCN(C(=O)Cn1c(C(C)O)nc2ccccc21)c1c(C)cccc1CC (stereo not given),9,-3,26,-1.3,-4,-7,6,-4,19
CCc1cccc(CC)c1NC(=S)NCc1ccc2c(c1)OCO2,37,5,38,4.3,1,2,11,0,11
COc1ccc(NC(=O)CCc2c(C)nn(-c3ccc(N4CCOCC4)nn3)c2C)cc1,2,10,-8,2.8,0,-1,14,6,-15
CCc1cccc(NC(=O)CCS(=O)(=O)c2ccc(Br)cc2)c1,22,-1,12,0.4,-2,2,6,-1,-18
CC(OC(=O)c1ccccc1NCc1ccco1)C(=O)Nc1ncc(Cl)cc1Cl (stereo not given),35,6,7,0.9,2,-4,7,-1,8
Cc1ccccc1-n1c(SCc2c(C)noc2C)nnc1-c1cccnc1,0,-16,22,-0.2,0,-11,-26,-3,-31
COc1ccc(-n2c(=O)c(NC(=O)c3ccccc3)c3n(c2=S)CCCCC3)cc1,23,-5,1,-0.4,-3,-13,-7,-2,-6
Cc1cccc(N2CCN(CC(O)COc3ccccc3Cl)CC2)c1 (stereo not given),29,-8,10,1.2,-4,12,3,-5,-1
COc1ccc(-c2cc(C(F)(F)F)nc(SCC(=O)NCc3cnn(C)c3C)n2)cc1OC,8,7,-3,0.3,0,4,-4,0,3
CCC1CCCCN1C(=S)NCc1ccccc1 (stereo not given),3,-2,3,-0.8,0,3,-3,-2,-5
Cc1cccc([C@@H]2[C@@H]3C(=O)N(Cc4ccccc4)C(=O)[C@@H]3[C@]3(C)C(=O)N(c4ccc(C(F)(F)F)cc4)C(=O)N23)c1,15,-7,84*,0.3,0,13,7,2,-52
O=C(COC(=O)CNC(=O)c1cccc(OC(F)F)c1)NCc1ccc2c(c1)OCO2,9,0,-19,3.4,3,0,-1,1,-1
O=C(NCCc1ccccc1)C1CCN(Cc2cccc3ccccc23)CC1,10,5,24,-0.3,-1,14,4,-4,7
O=S(=O)(c1ccc(Cl)cc1)N1CCCN(c2nc3ccc(Cl)cc3s2)CC1,-6,-4,30,-0.7,-3,-6,-1,-2,-14
O=C(N1CCOCC1)N1CCC(n2nnc3ccccc32)CC1,9,-4,5,-0.9,1,-3,-9,4,2
Cc1cccc(OCc2nnc(SCC(=O)Nc3ccc(C)c(Cl)c3)o2)c1,15,-5,-1,0.3,-3,9,3,-3,-11
CC(C)(C)NC(=O)c1nc2nc(-c3ccccc3)cc(C(F)(F)F)n2n1,5,10,-15,3.9,-1,2,0,0,2
COc1ccccc1NC(=O)CS(=O)(=O)c1cn(CC(=O)N2CCCC2)c2ccccc12,-5,-2,5,-0.1,-1,9,-11,5,-20
CCS(=O)(=O)Nc1ccc(Cc2ccc(NS(=O)(=O)CC)cc2)cc1,13,-8,-22,-0.8,-1,-9,-3,-2,5
# Following part:
SMILES,tim23-1 inh,CXCR6 block,Mdm2 MdmX PPI,UPR CHOP act,XBP1 UPR activ,EBI2 antag,CCR6 antag,APJ agonist,APJ antagonist
CN1CCN(C(=O)CCC(=O)NCc2ccc(F)cc2)CC1,-5,-2,15,-0.7,-3,5,-4,3,1
COc1ccc(-c2cc3nc(-c4ccccc4)cc(N4CCC5(CC4)OCCO5)n3n2)cc1,31,-6,-1,2.2,-3,37,0,4,14
S=C(NCc1ccc(Cl)cc1)NN1CCOCC1,-11,0,20,3.1,4,1,7,-3,25
O=C(CN1C(=O)NC2(CCOc3ccccc32)C1=O)Nc1ccc2c(c1)OCCO2 (stereo not given),2,-7,14,-1.6,-3,5,-6,-5,-9
COc1ccc(S(=O)(=O)N2CCN(CCC(=O)Nc3ccccc3F)CC2)cc1,1,-3,5,-2.6,-1,-2,-8,-4,13
COc1ccc(-c2sc(Nc3ccc(F)c(F)c3F)nc2CCC(=O)NN)cc1,24,2,34,-0.3,0,1,5,0,2
Cc1ccc(Cn2ccc(NC(=O)c3cc(C)on3)n2)cc1,-2,-11,-13,5.9,4,-7,-18,-3,-24

# An excerpt from above, limited to tim23-1 inh, CXCR6 block and CCR6 antag:
smiles,tim23-1 inh,CXCR6 block,CCR6 antag
COc1ccc(S(=O)(=O)N2CCN(CCC(=O)Nc3ccccc3F)CC2)cc1,1,-3,-8
COc1ccc(-c2sc(Nc3ccc(F)c(F)c3F)nc2CCC(=O)NN)cc1,24,2,5
Cc1ccc(Cn2ccc(NC(=O)c3cc(C)on3)n2)cc1,-2,-11,-18
